# High-throughput results: PubChem BioAssay, several laboratories
# NOD2-RIPK2 inh = inhibitors of human NOD2-RIPK2 interaction. CHO BLA complementation NOD2-RIPK2, CCF4 ratio. inhibition, % at 4.98 µM. AID 624267. hit rate 0.38% among 360,000. O43353; in the data active means inhibition above about 21%;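 further: 0% = vehicle only and 100% = reference blocker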
# LRH-1 inv ag = inverse agonists of human LRH-1 (NR5A2); inhibition, % at 3.6 µM; hit rate 0.13% among 360,000; HEK293T StAR-luciferase reporter, LRH-1 transfected, 24 h; AID 602396; O00482;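 active means inhibition above the mean inhibition of all tested compounds plus 3 SD, cut at about 73% in these data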;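 further: 0% = DMSO wells and 100% = reporter-only cells lacking LRH-1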
# TWEAK Fn14 block = inhibitors of TWEAK-Fn14 interaction signaling | TWEAK-stimulated Fn14 reporter cells, luciferase luminescence, 8 h | inhibition, % at 10 µM | hit rate 2% among 360,000; in the data active means inhibition above about 50%
# COUP-TFII inh = inhibitors of human COUP-TFII (NR2F2); P24468; HEK293T NGFI-A luciferase reporter, luminescence; inhibition, % at 8.6 µM; hit rate 0.7% among 370,000;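 active means inhibition above a per-plate cutoff, mean inhibition of test wells between control levels plus 3 SD, cut at about 38% in these data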;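 further: cells cotransfected with COUP-TFII expression vector driving the NGFI-A reporter; 0% = median of COUP-TF2 test wells and 100% = reporter-only cells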
# SRC1 inh = human NCOA1 inhibition. AID 588354. Q15788. inhibition, % at 3.6 µM. hit rate 0.12% among 360,000. HEK293 GAL4-SRC1 luciferase reporter, luminescence;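 active means inhibition above the campaign mean plus 3 SD, with each screening campaign given its own cutoff, cut at about 60% in these data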;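 further: 0% = DMSO treated cells and 100% = gossypol at 36 µM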
# Target sequence (Q15788 whole entry, looked up, the tested form may be a part): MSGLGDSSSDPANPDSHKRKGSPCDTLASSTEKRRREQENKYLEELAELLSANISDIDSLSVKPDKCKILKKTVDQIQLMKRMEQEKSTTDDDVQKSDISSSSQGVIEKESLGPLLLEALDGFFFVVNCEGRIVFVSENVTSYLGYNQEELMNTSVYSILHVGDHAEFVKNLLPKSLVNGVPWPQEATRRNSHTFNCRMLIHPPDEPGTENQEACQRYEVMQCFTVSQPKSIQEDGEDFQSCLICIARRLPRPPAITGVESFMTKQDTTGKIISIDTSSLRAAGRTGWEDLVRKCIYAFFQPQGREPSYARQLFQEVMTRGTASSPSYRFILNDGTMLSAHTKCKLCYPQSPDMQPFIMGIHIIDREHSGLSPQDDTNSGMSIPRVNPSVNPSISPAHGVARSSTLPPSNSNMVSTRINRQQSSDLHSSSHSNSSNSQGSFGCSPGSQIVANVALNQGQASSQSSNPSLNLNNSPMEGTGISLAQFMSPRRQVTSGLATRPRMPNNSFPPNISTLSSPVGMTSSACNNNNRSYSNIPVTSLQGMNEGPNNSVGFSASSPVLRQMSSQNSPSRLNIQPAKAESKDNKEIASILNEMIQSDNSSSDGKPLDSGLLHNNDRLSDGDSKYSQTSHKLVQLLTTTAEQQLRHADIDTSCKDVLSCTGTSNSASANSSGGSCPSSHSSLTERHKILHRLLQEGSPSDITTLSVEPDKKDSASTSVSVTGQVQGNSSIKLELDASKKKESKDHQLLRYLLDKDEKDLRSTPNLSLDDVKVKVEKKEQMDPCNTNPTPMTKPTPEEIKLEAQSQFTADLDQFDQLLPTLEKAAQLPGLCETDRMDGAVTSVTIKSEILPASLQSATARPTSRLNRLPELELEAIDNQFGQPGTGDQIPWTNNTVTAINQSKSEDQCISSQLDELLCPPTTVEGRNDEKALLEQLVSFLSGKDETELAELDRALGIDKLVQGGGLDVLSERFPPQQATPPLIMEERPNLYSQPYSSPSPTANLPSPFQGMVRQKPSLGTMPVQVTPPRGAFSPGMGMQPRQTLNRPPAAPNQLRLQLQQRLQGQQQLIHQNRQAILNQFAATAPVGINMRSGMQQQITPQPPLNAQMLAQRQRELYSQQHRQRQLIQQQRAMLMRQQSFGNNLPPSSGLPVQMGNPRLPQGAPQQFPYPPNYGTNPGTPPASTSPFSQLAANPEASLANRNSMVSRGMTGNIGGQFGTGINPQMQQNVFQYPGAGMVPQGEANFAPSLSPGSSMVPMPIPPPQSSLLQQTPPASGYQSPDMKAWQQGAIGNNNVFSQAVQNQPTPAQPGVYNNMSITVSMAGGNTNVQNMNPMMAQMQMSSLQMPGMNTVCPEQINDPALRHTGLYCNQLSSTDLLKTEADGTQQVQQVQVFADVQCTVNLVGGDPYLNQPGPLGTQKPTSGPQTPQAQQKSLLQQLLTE
# TLR9-MyD88 inh = inhibitors of human TLR9-MyD88 binding; Q9NR96+Q99836; CHO BLA complementation TLR9-MyD88, CCF4 FRET ratio; inhibition, % at 4.98 µM; hit rate 0.21% among 340,000;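 active means inhibition above the mean over all tested compounds plus 3 SD, cut at about 21% in these data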;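 further: 0% = DMSO only wells and 100% = clavulanate BLA inhibitor control wells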
# SRC3 inh = inhibits human SRC3 coactivator; Q9Y6Q9; HEK293 GAL4-SRC3 luciferase reporter, luminescence; inhibition, % at 3.6 µM; hit rate 0.17% among 360,000; AID 588352;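 active means inhibition above a per-campaign cutoff, the mean of all compounds plus 3 SD, cut at about 60% in these data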;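 further: 0% = DMSO-treated cells and 100% = gossypol-treated cells at 36 µM; higher means less SRC3-driven luciferase light from the GAL4 reporter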
# TROY signal inh = inhibitors of TROY-dependent NF-kB signaling | Q293 LMP1-TROYcd NF-kB luciferase reporter, 4 h | hit rate 0.98% among 360,000 | inhibition, % at 10 µM;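 active means compounds whose plate-normalised and pattern-corrected inhibition of the luciferase reporter signal at the single screening dose is 50% or more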
# NCOA2 inhibitor = inhibits human steroid receptor coactivator 2; HEK293 GAL4-SRC2 luciferase reporter, luminescence; inhibition, % at 9 µM; hit rate 0.17% among 370,000; AID 651957;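 active means inhibition above the mean inhibition of all tested compounds plus 3 SD, set per campaign, cut at about 52% in these data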;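 further: 0% = DMSO treated cells and 100% = cells given Gossypol at 36 µM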
# Granule exo inh = blocks lytic granule exocytosis; TALL-104 LAMP-1 surface exposure, flow cytometry; cells stimulated with thapsigargin and PMA; inhibition, % at 10 µM; hit rate 0.66% among 360,000;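 active means inhibition above about 55%, limit read from the data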
# ABHD5 PLIN5 PPI = blocks binding of human ABHD5 to perilipin-5; Q00G26+Q8WTS1; Split G. princeps luciferase complementation, luminescence, 4 h; inhibition, % at 4 µM; hit rate 0.78% among 360,000;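 active means inhibition above the mean inhibition across every tested compound plus 3 SD, cut at about 22% in these data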;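 further: 0% = DMSO only wells and the 100% control is not disclosed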
# * marks the source's active call; other numbers are inactive results; . = not tested or not shown. Not all compounds are listed (hit frequency here may not be typical).
SMILES,NOD2-RIPK2 inh,LRH-1 inv ag,TWEAK Fn14 block,COUP-TFII inh,SRC1 inh,TLR9-MyD88 inh,SRC3 inh,TROY signal inh,NCOA2 inhibitor,Granule exo inh,ABHD5 PLIN5 PPI
CCOC(=O)C1=NOC2C3CC(C12)C1C(=O)N(CCc2ccc(OC)c(OC)c2)C(=O)C31 (stereo not given),-4.0,-0.4,-1.9,-9.1,-11.2,-7.7,16.3,-2.8,12.4,0.9,-2.8
COC(=O)C1(Cc2ccc(O)c(CC3OC3(C)C)c2)OC(=O)C(O)=C1c1ccc(O)cc1 (stereo not given),-14.6,9.5,-25.6,-24.1,-8.7,-7.7,3.4,-33.9,-0.7,2.4,2.4
COc1c(C)cc(C(=O)C2CCCN(C(=O)c3cc(C)on3)C2)cc1C (stereo not given),0.7,-15.7,2.1,-11.5,-9.7,1.4,4.2,-19.6,7.5,-0.6,0.6
Cc1c(Cl)cccc1NC(=S)NCc1ccc(Cl)cc1,21.7*,18.7,-2.7,4.3,-9.6,-12.7,27.0,-3.1,6.2,-0.2,-7.0
O=C1CN(C(=O)COC(=O)c2cnc(Cl)c(Cl)c2)c2ccccc2N1,0.4,0.8,5.0,5.9,-12.5,-4.3,18.1,8.2,28.6,-1.4,-3.1
CC12COC3(C(=O)Nc4ccc5ccccc5c4)CC1CCC32C (stereo not given),-13.0,-111.8,-48.2,-33.2,-74.5,1.9,-81.5,-11.1,-46.4,-1.1,-9.6
O=C(NC1CCCCCC1)C1CCN(C(=O)c2cccc(Cl)c2)CC1,-2.3,5.6,3.9,-9.9,-3.0,-1.0,2.5,1.8,19.7,-4.6,11.9
CN1CCN(c2nc(-c3ccncc3)nc3ccccc23)CC1,1.6,19.9,-35.7,-19.8,-19.6,-1.5,18.2,-19.8,-53.9,-1.0,3.9
C(#CC1CCCCC1)c1ccc2c(c1)COc1c3ccccc3nn1-2,-3.2,-18.1,7.2,-2.0,-8.2,3.5,-17.2,26.3,-4.2,1.0,-8.1
CC(C)c1ccc(NC(=S)NN2C(C)CCCC2C)cc1 (stereo not given),-10.1,4.0,15.1,-5.5,0.9,.,22.0,-2.6,-4.0,-0.2,-7.0
CC(C)C(C)(C#N)NC(=O)CSc1nnc(C(F)(F)F)n1C (stereo not given),0.0,-4.1,9.0,-8.6,-6.6,-1.1,5.8,-4.5,16.0,2.4,1.8
Cc1cc2c(cc1S(=O)(=O)C(C)CC(=O)NCc1ccco1)OCC(=O)N2 (stereo not given),-2.5,13.6,7.9,-3.6,-4.7,-3.9,9.6,-12.7,-9.9,-1.4,3.6
CN1CCN(CCc2nc3cc(NC(=O)COc4ccccc4)ccc3n2C)CC1,9.9,-7.1,-0.5,-0.1,0.4,0.1,-11.2,-2.4,10.1,-2.9,6.9
Cc1ccc(NC(=O)C(C)OC(=O)C2CC3CCCC(C2)C3=O)cc1S(=O)(=O)N1CCOCC1 (stereo not given),-2.0,8.3,-5.5,14.0,-5.2,2.5,5.4,-3.1,7.7,-6.1,5.9
CC1(c2ccccc2)NC(=O)N(CC(=O)Nc2cc(Cl)ccc2N2CCOCC2)C1=O (stereo not given),2.1,15.2,5.7,-19.0,8.1,-2.5,18.7,-24.9,-7.7,-5.5,-2.7
Cc1ccc(C)c(C(C)NC(=O)C2CC=CCC2C(=O)O)c1 (stereo not given),-7.6,-6.0,23.5,3.0,6.1,-0.9,9.4,-23.1,-31.0,-5.6,-6.7
Cc1ccc(NC(=O)C2CC2c2ccccc2)c([N+](=O)[O-])c1 (stereo not given),-1.4,-45.0,-11.0,-15.9,-51.0,-5.3,-41.7,-21.9,-27.7,8.6,18.4
Cc1onc(-c2c(F)cccc2Cl)c1C(=O)OCN1C(=O)c2ccccc2C1=O,-4.7,5.3,1.9,10.8,-7.2,-5.4,16.5,7.8,-28.9,-0.1,-7.4
CCN(CC)CCCNc1ncnc2scc(-c3ccc(F)cc3)c12,2.7,1.0,4.5,-7.7,15.9,0.2,9.3,-48.4,-21.0,8.2,-3.5
COC(=O)c1ccc(Cl)c(NC(=O)NC23CC4CC(CC(C4)C2)C3)c1,14.9,-1.2,21.6,-3.0,-4.2,6.0,9.3,41.6,3.9,-1.6,-8.2
O=C(COC(=O)CNC(=O)C1CCCCC1)NCc1ccc(Cl)cc1,7.1,-26.3,-1.7,11.0,10.2,-6.0,7.9,12.4,1.7,-0.5,4.6
CCc1ccc(NC(=O)CSc2nnc(Cn3c(=O)sc4ccccc43)n2C)cc1,-15.6,-13.5,3.3,-13.3,-5.5,-4.6,11.5,-10.4,-9.3,-2.7,0.9
COc1ccc(S(=O)(=O)NCc2ccccc2Cl)cc1OC,1.5,6.5,2.3,1.4,8.2,-8.9,8.5,19.6,-32.5,-2.5,-1.9
O=C(N1CCCCC1)C12CC3CC(C1)CC(C(=O)N1CCCCC1)(C3)C2,11.4,8.9,20.1,7.8,-1.8,-12.2,6.6,13.3,-28.7,-10.5,2.9
COc1ccc(CNCCC(c2ccc(OC(C)C)cc2)c2ccccc2OC)cc1OC (stereo not given),7.7,7.6,4.7,15.3,-31.6,4.3,-12.2,15.1,-23.2,28.9,13.4

# Random excerpt: three compounds from above.
SMILES,NOD2-RIPK2 inh,LRH-1 inv ag,TWEAK Fn14 block,COUP-TFII inh,SRC1 inh,TLR9-MyD88 inh,SRC3 inh,TROY signal inh,NCOA2 inhibitor,Granule exo inh,ABHD5 PLIN5 PPI
COC(=O)c1ccc(Cl)c(NC(=O)NC23CC4CC(CC(C4)C2)C3)c1,14.9,-1.2,21.6,-3.0,-4.2,6.0,9.3,41.6,3.9,-1.6,-8.2
Cc1onc(-c2c(F)cccc2Cl)c1C(=O)OCN1C(=O)c2ccccc2C1=O,-4.7,5.3,1.9,10.8,-7.2,-5.4,16.5,7.8,-28.9,-0.1,-7.4
COc1ccc(S(=O)(=O)NCc2ccccc2Cl)cc1OC,1.5,6.5,2.3,1.4,8.2,-8.9,8.5,19.6,-32.5,-2.5,-1.9

# Continuation.
SMILES,NOD2-RIPK2 inh,LRH-1 inv ag,TWEAK Fn14 block,COUP-TFII inh,SRC1 inh,TLR9-MyD88 inh,SRC3 inh,TROY signal inh,NCOA2 inhibitor,Granule exo inh,ABHD5 PLIN5 PPI
O=C1CCCCC1Sc1nnc(Cc2cccs2)n1CCc1ccccc1 (stereo not given),9.9,7.4,1.3,18.6,7.7,-4.3,19.9,11.8,8.9,1.4,1.2
O=C(Nc1ccccc1)C(=O)c1cn(CC(=O)N2CCCCC2)c2ccccc12,4.1,-31.6,16.4,-13.1,2.2,-3.7,7.6,-24.3,-2.5,-1.3,-6.1
O=C(O)CCS(=O)(=O)Cc1cccc(Cl)c1,5.6,-16.7,-13.9,19.3,-0.4,-0.4,-5.7,19.8,-13.9,-2.0,5.3
C[C@@H]1COc2cccc(N3CCC[C@H]3CO)c2S(=O)(=O)N1,-16.8,-13.1,17.6,-0.3,.,.,.,-3.2,-23.5,-6.0,0.9
COc1ccccc1-n1nc(C(=O)O)c2ccccc2c1=O,5.6,-36.5,-7.6,2.8,-2.9,9.2,0.2,-17.2,3.7,0.5,0.1
CC(C)Oc1ccc(C2CNC(=O)C2)cc1 (stereo not given),-1.5,9.1,-39.3,-12.1,-2.6,0.1,-2.0,11.2,-1.0,-3.9,10.4
CC(C)[C@H](NC(=O)[C@H]1N2C(=O)c3ccccc3C2SC1(C)C)C(=O)NCc1ccco1 (stereo not given in full),-3.7,-12.4,-6.2,-8.1,3.3,-4.4,-6.2,-1.4,-9.2,-1.6,-0.7
O=C(Nc1cccc(S(=O)(=O)NC2=NCCC2)c1)c1c(F)cccc1Cl,2.0,8.4,-2.6,3.6,-15.3,2.3,-2.1,-4.8,10.7,0.8,-7.9
CCOC(=O)N1CCN(c2cc(N(C)CCO)c([N+](=O)[O-])c3nonc23)CC1,-14.8,15.8,12.6,-13.8,11.7,5.0,23.4,15.9,-33.9,1.2,-3.1
C/C(=N/NC(=O)c1ccccc1)c1ccc(NC(=O)C(F)(F)F)cc1,3.5,-177.7,-22.4,-53.3,-73.6,3.4,-59.1,-16.3,-49.5,0.1,-4.0
Cc1ccc(CN2CCNC(=O)C2CC(=O)NCCCn2ncc3ccccc32)o1 (stereo not given),-12.6,3.4,-7.7,-3.3,-46.8,8.1,-33.5,-3.7,-17.4,2.0,12.9
CN(C)C(=O)CSc1nnc2sc3ccccc3n12,-2.7,7.4,7.2,3.6,-19.6,2.4,-20.4,-19.9,12.6,-2.7,-5.3
CCCNS(=O)(=O)c1ccc(OCC(=O)Nc2ccccc2F)cc1,6.1,5.2,-19.9,-0.1,-52.8,6.3,-1.8,-11.1,-1.9,-2.0,3.1
O=C(Nc1ccc2ccccc2c1)C(c1ccccc1)n1c(=O)c(-c2cc3ccccc3[nH]2)nc2ccccc21 (stereo not given),46.8*,-8.0,.,-29.6,.,.,.,.,-39.0,-14.6,-13.3
Cc1nc(NC(=O)c2ccccc2)sc1-c1cc(C(=O)NCCO)nn1Cc1ccccc1,1.4,12.3,.,8.3,.,.,.,.,6.4,1.3,9.7
CNC(=S)Nc1cc2oc3ccccc3c2cc1OC,-1.6,-2.7,-3.0,-3.4,-11.1,-1.6,-6.1,-40.9,-11.4,2.8,7.9
CSc1ccc(C(c2c(C)[nH][nH]c2=O)c2c(C)[nH][nH]c2=O)cc1,10.8,4.1,6.7,18.4,7.3,-2.2,2.1,-13.0,-4.4,-11.5,-13.5
Cc1nn(-c2ccc(F)cc2)c(Cl)c1/C=N/NC(=O)c1ccc(O)cc1,5.5,-20.4,14.4,-8.2,-26.2,3.4,-3.1,-14.0,-9.2,0.5,2.9
COC(=O)Nc1ccc(C)cc1NC(=O)OC,-7.6,2.5,-5.5,10.8,-3.3,8.3,-21.0,-6.8,-2.0,3.3,-1.0
COc1ccc(CCNC(=O)CCC(=O)N2CC(C)Oc3ccc(Cl)cc32)cc1OC (stereo not given),1.9,-3.1,-32.1,-5.2,-2.3,3.2,0.7,-18.3,-6.5,8.6,1.6
O=C(CN1CCOCC1)N/N=C/c1cc2ccccc2nc1Cl,-4.6,5.2,-5.7,-5.7,-6.5,-8.0,15.8,6.0,-17.3,-0.4,0.1
CCc1noc(C)c1C(=O)NCCc1ccc(Cl)cc1,-6.7,7.0,0.2,7.2,-11.5,-1.1,5.8,-34.8,-21.2,1.5,-4.7
O=C(CN1C(=O)/C(=C/c2ccccc2F)Sc2ccccc21)N1CCN(c2ccccn2)CC1,-7.2,4.9,-9.4,5.8,-3.8,-9.8,6.5,3.9,11.5,-16.5,1.6
CNC(=O)CS(=O)(=O)CC(=O)Nc1cc(OC(C)C)c(Cl)cc1Cl,-3.2,4.5,-13.4,16.3,0.1,3.3,17.7,2.4,13.3,2.8,-1.2
COc1cc(-c2noc(CCC(=O)Nc3cccnc3)n2)cc(OC)c1OC,-4.9,3.3,-0.3,-8.8,-5.3,-8.3,6.8,8.5,-28.1,1.5,6.1
COc1cccc(-c2nnn(CCc3nn[nH]n3)n2)c1,3.6,0.2,0.2,6.7,8.2,6.8,-16.1,6.4,-13.5,-2.9,-1.5
C/C(=N/N=C(\C)c1ccccc1O)c1ccccc1O,-4.2,-10.0,-11.1,-5.1,-6.0,2.1,-18.5,-43.3,-31.5,-1.5,-2.1
